Menin-MLL TR inh: inhibitors of human menin-MLL interaction, mutant MLL peptide | O00255 | Menin + Texas Red MLL mutant peptide, fluorescence polarization | Potency, µM (titrated, usually from 61.6 µM), inactives show top-dose FP activity change, negative = inhibition, hits mostly inhibitors | 270,000 tested, 0.23% active | AID 1768; active = well fitted inhibition curve with a large enough effect in the polarisation, with a control signal flat, not every such curve was filed as active; inconclusive = small, poorly fitted or top-dose-only effect, or effect the other way, or a change in a side signal; inactive = no such curve, though single readings can be large or run the other way; the % refers to the polarisation; note: potency is the fitted concentration of half-maximal effect; % of control where 0% means no effect; many of its hits are not listed in these tables
Tb PFK block: blocks T. brucei phosphofructokinase; O15648; T. brucei PFK, ADP-Glo luminescence; Potency, µM (titrated, usually from 57.5 µM), for the others: at the top dose activity, negative = inhibition, actives largely listed as inhibitors; 330,000 tested, 0.17% active; AID 485367;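 note: potency is the fitted concentration of half-maximal effect; 0% = uninhibited 1x PFK enzyme wells and -100% = no-enzyme wells; nearly all actives have a fitted effect of over 60% in size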
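ADP-Glo luminescence quantified ADP after 45 min at room temperature, with 1.25 nM T. brucei PFK, 0.1 mM ATP and 0.5 mM fructose-6-phosphate in pH 8.0 TEA buffer. qHTS titrations up to 57 µM; curves classified by quality.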
a7 integrin act: activates integrin-mediated alleviation for muscular dystrophy; alpha7betagal myoblasts, beta-gal FDG fluorescence, 48 h; Potency, µM (highest dose often 38.3 µM), for inactives: top-dose activation, usual class: activators; 350,000 tested, 0.064% active;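 note: potency is the fitted concentration of half-maximal effect; 100% = response of the positive control SU9516; nearly all actives have a fitted effect of over 60% in size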
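Alpha7betagal+/- myoblasts (passage 13) were plated 16-24 hr, then exposed to compounds (1:260 dilution of DMSO stock) for 48 hours at 37C. After MPER lysis, β-galactosidase reporter activity was read as FDG fluorescence (ex 480/em 540) after 30 minutes.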
Chronic BCR inh: inhibitors of chronic active B-cell receptor signaling; ABC-DLBCL IkBa-CBG/CBR reporter, luminescence ratio, 4 h; 340,000 tested, 0.05% active; Potency, µM (series often up to 46.1 µM), for inactives: top-dose ratio change, negative = lower green/red ratio, usual class: inhibitors; active = well fitted inhibition curve with a large enough effect in the signal ratio, with a control signal flat, not every such curve was filed as active; inconclusive = small, poorly fitted or top-dose-only effect, or effect the other way, or a change in a side signal; the % refers to the signal ratio;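 note: potency is the fitted concentration of half-maximal effect; plate controls were basal doxycycline-induced cells for no effect and cells given 10 µM MG132 for full effect; MG132 reads +100%, hits lower the ratio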
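Concentration-response series (up to 46 uM) were applied to TMD8 dual-reporter cells for 4 h at 37C with doxycycline. Green/red ratio, after filter-overlap correction, defined %Activity; red signal alone was normalised to basal cells and zero luminescence.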
Giardia killer: kills Giardia lamblia | Giardia lamblia trophozoite viability | activity change, % at 7.66 µM, hits read low | 340,000 tested, 0.15% active; in the data active = activity change below about -80%; inconclusive = between about -30% and that limit;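 note: parasites exposed to compound for two days anaerobically before the ATP read; % is set by controls: 0 for no effect and ±100 for the full control effect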
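Killing of trophozoites was scored by loss of ATP luminescence after a 48 hrs anaerobic exposure to compounds at 37 deg C, using 100 cells per well.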
B2AR arrestin: agonists driving beta-arrestin recruitment to human beta2-adrenergic receptor | P07550 | beta-arrestin recruitment to beta2AR, cell-based reporter | Potency, µM (highest dose often 46.1 µM), for the others: at the top dose activation, actives largely listed as activators | 330,000 tested, 0.02% active | AID 492947;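 note: potency is the fitted concentration of half-maximal effect; 0% = DMSO controls and full agonism = EC100 isoproterenol or metaproterenol; nearly all actives have a fitted effect of over 65% in size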
PKM2 act: activators of human pyruvate kinase M2 | P14618 | purified PKM2, Kinase-Glo ATP luminescence, activation; response scale: 0% is enzyme alone, no compound | Potency, µM (top dose mostly 57.5 µM), without a hit: at the highest dose activation, usual class: activators | 260,000 tested, 0.34% active; note: potency is the fitted concentration of half-maximal effect; % is set by controls: 0 for no effect and ±100 for the full control effect; nearly all actives have a fitted effect of over 55% in size
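Kinase-Glo luminescence reports ATP generated from ADP (0.1 mM) and PEP (0.5 mM) by purified hPK-M2 after 1 h at room temperature, pH 7.2 imidazole buffer; intermediate enzyme activity allows detecting inhibitors and activators.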
TSG101-PTAP inh: blocks PTAP/TSG101 interaction to inhibit HIV-1 budding; Fluorescence polarization, FITC-PTAP peptide / Tsg101 binding; Potency, µM (top dose mostly 115 µM), without a hit: at the top dose activity change, negative = inhibition, actives largely listed as inhibitors; 340,000 tested, under 10 active; active = well fitted inhibition curve with a large enough effect in the main read-out, with a control signal flat, not every such curve was filed as active; inconclusive = small, poorly fitted or top-dose-only effect, or effect the other way, or a change in a side signal; inactive = no such curve, though single readings can be large or run the other way; note: potency is the fitted concentration of half-maximal effect; % of control where 0% means no effect
Target sequence (Q99816 whole entry, looked up): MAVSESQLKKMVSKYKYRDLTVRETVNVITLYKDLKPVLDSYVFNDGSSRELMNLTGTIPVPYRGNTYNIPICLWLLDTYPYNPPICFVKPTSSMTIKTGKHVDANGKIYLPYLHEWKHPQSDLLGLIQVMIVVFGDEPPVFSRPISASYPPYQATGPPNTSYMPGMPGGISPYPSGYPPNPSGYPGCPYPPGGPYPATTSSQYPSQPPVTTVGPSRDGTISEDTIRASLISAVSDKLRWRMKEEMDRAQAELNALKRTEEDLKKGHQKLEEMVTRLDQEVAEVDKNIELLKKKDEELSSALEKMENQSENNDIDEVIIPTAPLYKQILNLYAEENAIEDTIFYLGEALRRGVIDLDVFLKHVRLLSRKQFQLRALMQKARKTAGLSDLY
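Fluorescence anisotropy tracks displacement of a FITC-tagged PTAP peptide (50 nM) from the Tsg101 binding domain (10 uM), following a 20 min room-temperature incubation at pH 7.5.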
ASM inhibitor: inhibitors of human secretory acid sphingomyelinase; AID 504937; 340,000 tested, 0.006% active; P17405; Potency, µM (highest dose often 57.5 µM), inactives show at the top dose activity change, negative = inhibition, usual class: inhibitors; placental ASM, HMU-PC fluorogenic substrate, 60 min; note: potency is the fitted concentration of half-maximal effect
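Steps: dispense placental human ASM, pin compound, wait 10 min at room temperature, add HMU-PC0 substrate at 9 uM final, incubate 60 min at 37 °C, add stop solution raising pH to 10, read fluorescence.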
Coupling enz: counter-screen for Giardia aldolase inhibitors: coupling enzyme system. coupling enzyme system counterscreen, AmpLite Red fluorescence. AID 2472. 290,000 tested, 0.67% active. activity change, negative = inhibition, % at 58.2 µM, hits read low; in the data active = activity change below about -30%; note: % is set by controls: 0 for no effect and ±100 for the full control effect
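Final compound at 57.5 uM, incubated 10 min at RT with coupling enzyme reagent (glyceraldehyde-3-phosphate), then 20 min with substrate and AmpLite Red detection. Fluorescence read at 525/598 nm; tests interference with the coupling assay, not aldolase inhibition.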
GALK inhibitor: galactokinase (human) inhibition; P51570; Purified GALK, Kinase-Glo residual ATP luminescence; Potency, µM (series often up to 57.5 µM), for inactives: top-dose activity change, negative = inhibition, usual class: inhibitors; 270,000 tested, 0.007% active; AID 1868; note: potency is the fitted concentration of half-maximal effect; % is set by controls: 0 for no effect and ±100 for the full control effect
Target sequence (P51570 whole entry, looked up): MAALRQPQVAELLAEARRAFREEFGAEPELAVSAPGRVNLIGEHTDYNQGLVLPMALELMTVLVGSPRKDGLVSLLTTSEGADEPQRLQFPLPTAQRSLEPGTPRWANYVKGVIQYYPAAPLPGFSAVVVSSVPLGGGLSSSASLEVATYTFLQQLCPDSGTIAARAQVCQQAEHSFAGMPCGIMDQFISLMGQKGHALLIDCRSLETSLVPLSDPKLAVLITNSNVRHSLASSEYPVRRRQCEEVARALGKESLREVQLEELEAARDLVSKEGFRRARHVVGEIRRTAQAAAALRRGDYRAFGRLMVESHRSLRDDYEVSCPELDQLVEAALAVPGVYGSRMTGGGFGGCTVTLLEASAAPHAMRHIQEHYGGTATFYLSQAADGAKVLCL
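5 nM enzyme, 35 uM ATP, 100 uM galactose, 20 mM HEPES pH8.0, 5 mM MgCl2; 1 h RT; residual ATP by Kinase-Glo Plus luminescence, qHTS format.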
* = called active by the depositor; ? = inconclusive; . = no result given; [ ] = dose if it differs, or a comment. Unless noted, calls come from the whole dose curve; as a rule, active = well fitted curve in the direction sought with a large enough effect; inconclusive = small, poorly fitted or top-dose-only effect, or another doubt; inactive = no such curve, though single readings can be large; an effect the other way counts as inactive or inconclusive. A portion of the library; count on the stated rates, not on these rows.

SMILES	Menin-MLL TR inh	Tb PFK block	a7 integrin act	Chronic BCR inh	Giardia killer	B2AR arrestin	PKM2 act	TSG101-PTAP inh	ASM inhibitor	Coupling enz	GALK inhibitor
O=C(CSc1nc2ccccc2o1)Nc1nc2ccccc2s1	-16.6%	-2.2%	-9.3%	-0.9%	0.9	-0.1%	-2.6%	-0.3%	1.3%	4.1	0.0%
COc1cc(Cl)c(CC(=O)c2c[nH]c3ccccc23)cc1OC	?	3.1%	-27.7%	?	10.0	0.3%	0.0%	-5.1%	1.3%	0.9	2.6%
O=C(Oc1cccc(-n2cnnn2)c1)C1CCCCC1	3.3%	1.5%	11.4%	0.8%	-1.6	-1.1%	0.2%	-5.9%	1.6%	3.1	2.2%
CC1CCN(C(=O)CSc2nncn2-c2ccccn2)CC1	-7.3%	-11.4%	3.2%	-1.3%	-18.4	0.2%	-0.9%	-3.1%	2.6%	0.2	6.2%
CC(C)(C)OC(=O)C[C@@H]1C/C=C\C[C@H](CC(=O)NCCO)C(=O)N[C@H](Cc2ccccc2)COC1=O	.	-2.8%	11.2%	3.6%	-15.8	-0.3%	.	.	1.9%	.	.
CCCn1c(N)c(C(=O)CSc2nc(C3CC3)n(-c3ccccc3)n2)c(=O)[nH]c1=O	.	-0.2%	-14.3%	9.6%	9.3	-0.1%	.	0.2%	5.9%	.	.
O=C(NCc1nnc(SCC(=O)N2CCCc3ccccc32)n1-c1ccccc1)c1cccc2ccccc12	-14.9%	0.4%	6.7%	-10.5%	-3.6	0.0%	-2.4%	-2.3%	-0.5%	2.2	0.1%
CCN(c1ccccc1C(=O)O)S(=O)(=O)c1ccc2[nH]c(=O)[nH]c2c1	-0.5%	2.6%	2.9%	3.1%	4.4	0.3%	.	-4.6%	4.1%	2.5	.
C#CCOCCOCCOCCNc1nc(N2CCN(C(=O)[C@H](CCC(=O)O)n3cc([C@@H](N)CC(N)=O)nn3)CC2)nc(N2CCN(C(=O)[C@H](CCC(=O)O)n3cc([C@@H](N)CC(N)=O)nn3)CC2)n1	.	2.0%	35.2%	4.1%	?	-1.2%	.	-0.5%	6.8%	.	.
COc1ccc(NC(=O)CSc2nc(C)cs2)cc1OC	-4.7%	-2.1%	2.4%	8.7%	-10.2	0.1%	-1.3%	-10.8%	-0.8%	-0.7	3.3%
COc1ccc(Cl)cc1C(=O)Nc1ccc(OCC(=O)N2CCOCC2)cc1	.	-3.6%	20.5%	-2.0%	-11.4	0.0%	-5.5%	.	-0.6%	.	-2.4%
O=C(COC(=O)CC1CC2CCC1C2)Nc1ccc(F)cc1Cl (stereo unspecified)	.	-6.9%	6.5%	1.7%	8.2	-0.3%	.	-7.8%	0.4%	.	.
CN(Cc1c(C(=O)N/N=C/c2ccc(F)cc2)nnn1-c1nonc1N)C1CCCCC1	16.5%	-6.6%	-3.8%	0.1%	14.2	-0.4%	.	-4.0%	1.8%	-0.7	0.3%
CCOc1cc(S(=O)(=O)n2c(C)nc3ccccc32)ccc1F	-28.4%	-7.8%	?	-3.8%	-11.5	-0.2%	2.2%	-3.1%	4.0%	2.7	0.0%
COc1ccc(Br)cc1S(=O)(=O)Nc1cccc(C)n1	-2.3%	-0.5%	-21.9%	-2.5%	-4.2	-0.3%	8.4%	0.1%	0.3%	1.3	-1.5%
S=C(NCCCn1ccnc1)Nc1cccc(Cl)c1	-0.5%	-1.7%	-26.5%	-1.5%	-10.6	-0.2%	1.9%	-2.5%	-2.1%	0.9	0.0%
O=C(N/N=C/c1ccc2c(c1)OCO2)c1ccc(Cl)cc1Cl	18.0%	0.1%	-19.1%	-8.8%	-7.6	-0.3%	-4.8%	-5.9%	-1.0%	-2.0	5.4%
CCc1c(C)nc2c(C)cccc2c1SCCC#N	-3.6%	0.2%	-16.6%	-1.1%	-12.5	0.0%	0.3%	-5.3%	0.3%	-1.4	-0.1%
C/C(CC(=O)Nc1ccc2c(c1)OCCO2)=N\NC(=O)COc1ccc(C)cc1Br	-3.5%	11.3%	-16.2%	3.1%	20.1	0.0%	3.3%	-4.8%	-1.7%	3.1	16.6%
COC(=O)c1[nH]c(C)c(/C(O)=C2\C(=O)C(=O)N(CCN3CCOCC3)C2c2ccccc2OC)c1C (stereo unspecified)	-12.0%	-3.7%	-11.9%	?	-10.6	-0.4%	-3.0%	-0.9%	1.4%	1.8	1.2%

Whole records, quoted from the list. Values in the order: Menin-MLL TR inh, Tb PFK block, a7 integrin act, Chronic BCR inh, Giardia killer, B2AR arrestin, PKM2 act, TSG101-PTAP inh, ASM inhibitor, Coupling enz, GALK inhibitor
COc1ccc(Br)cc1S(=O)(=O)Nc1cccc(C)n1 across the screens: -2.3%, -0.5%, -21.9%, -2.5%, -4.2, -0.3%, 8.4%, 0.1%, 0.3%, 1.3, -1.5%
COc1ccc(Cl)cc1C(=O)Nc1ccc(OCC(=O)N2CCOCC2)cc1 across the screens: ., -3.6%, 20.5%, -2.0%, -11.4, 0.0%, -5.5%, ., -0.6%, ., -2.4%

As entered above:
CC(C)(C)OC(=O)C[C@@H]1C/C=C\C[C@H](CC(=O)NCCO)C(=O)N[C@H](Cc2ccccc2)COC1=O | Chronic BCR inh = 3.6%
O=C(CSc1nc2ccccc2o1)Nc1nc2ccccc2s1 | ASM inhibitor = 1.3%
CC1CCN(C(=O)CSc2nncn2-c2ccccn2)CC1 | Giardia killer = -18.4
CCN(c1ccccc1C(=O)O)S(=O)(=O)c1ccc2[nH]c(=O)[nH]c2c1 | a7 integrin act = 2.9%

More results:
SMILES	Menin-MLL TR inh	Tb PFK block	a7 integrin act	Chronic BCR inh	Giardia killer	B2AR arrestin	PKM2 act	TSG101-PTAP inh	ASM inhibitor	Coupling enz	GALK inhibitor
COc1ccc2c(c1)c(=O)oc1c(C)c(OCC(=O)N3CCc4ccccc4C3)ccc12	-8.4%	-2.7%	7.0%	9.7%	-16.7	-1.0%	-1.7%	0.8%	120.4%[activator]	1.4	-0.7%
Cc1cc(C)cc(Nc2c(F)c(F)c(F)c(F)c2C(=O)O)c1	?	0.6%	?	11.0%	-16.9	-0.8%	1.8%	-5.2%	8.7%	6.3	-1.1%
Cc1ccc(CC(=O)Nc2ccc(S(=O)(=O)Nc3ncccn3)cc2)cc1	?	-1.1%	18.9%	1.6%	-27.5	5.1%	14.6%	0.1%	1.1%	4.0	3.7%
CCOC(=O)c1sc2nc(C)nc(NCCc3ccccn3)c2c1C	2.2%	-3.6%	-13.2%	?	2.3	-0.2%	-3.9%	-0.5%	2.9%	-3.1	3.8%
CCN1CCN(c2nc3c(c(=O)[nH]c(=O)n3C)n2CCSc2nc3ccccc3s2)CC1	-0.9%[11.7 µM]	-0.7%	-20.7%	-10.5%	2.6	-1.0%	-17.7%	-8.2%	-2.0%	-2.1	1.0%
COc1ccc(CCNC(=O)C2CCN(C(=O)c3ccc(Cl)cc3)CC2)cc1OC	0.1%	-10.5%	-5.6%	0.3%	-13.6	0.5%	2.9%	-11.1%	2.4%	-0.9	0.0%
CC(C)NCC(O)COc1ccc2c(c1)CCC2 (stereo unspecified)	9.5%	8.1%	-36.4%	-3.5%	-5.6	-0.5%	5.6%	-1.5%	0.8%	1.0	-0.1%
CCOc1ccc(S(=O)(=O)N(CC(=O)N/N=C/c2ccc(-c3ccc([N+](=O)[O-])cc3)o2)c2ccccc2)cc1	?	0.4%	-15.9%	4.5%	-3.3	0.1%	-1.7%	3.6%	2.0%	1.4	.
C=CC[C@@H](CC(=O)N(CCO)Cc1ccccc1)C(=O)NCCOC(=O)[C@H](CC=C)CC(=O)OC(C)(C)C	.	3.0%	0.0%	0.1%	-13.1	0.1%	.	2.2%	7.8%	.	.
CSc1ccc(CN(C)C(=O)c2ccc(S(=O)(=O)Nc3ccccc3)cc2)cc1	.	-4.1%	-24.9%	-5.9%	24.8	-0.2%	.	-3.0%	-2.7%	.	.
COC(=O)C1=C(C)Nc2nc3ccccc3n2C1c1ccccc1F (stereo unspecified)	.	-2.3%	11.8%	-2.4%	18.8	-0.8%	-1.3%	-2.8%	3.4%	-0.2	-0.5%
CC1(C)Cc2c(sc3c2c(=N)n(Cc2ccco2)c(=O)n3Cc2ccc(F)cc2)CO1	2.0%	0.8%	-33.7%	?	10.4	0.0%	?	-2.4%	-2.4%	0.5	-2.0%

Screening results deposited in PubChem by National Center for Advancing Translational Sciences (NCATS).
